Source: PubChem BioAssay
D2 antag – antagonizes the human D2 dopamine receptor; P14416; 2% of 340,000 active; HEK293 TREx D2 cells, calcium flux, dopamine EC80; inhibition, % at 10 µM; in the data active = inhibition above about 30%; also: 0% is about no effect
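HEK293 T-REx D2 cells, tet-induced, calcium dye no-wash. Cpd pintool add, 180 s kinetic, then EC80 DA, 180 s kinetic. Ca flux read.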
TRHR ag – TRH receptor (human) agonism; P34981; TRHR cells, calcium flux fluo-8, FDSS agonist mode; activation, % at 2 µM; 0.18% of 360,000 active; in the data active = activation above about 30%; also: 0% is about no effect
Target sequence (P34981 whole entry, looked up): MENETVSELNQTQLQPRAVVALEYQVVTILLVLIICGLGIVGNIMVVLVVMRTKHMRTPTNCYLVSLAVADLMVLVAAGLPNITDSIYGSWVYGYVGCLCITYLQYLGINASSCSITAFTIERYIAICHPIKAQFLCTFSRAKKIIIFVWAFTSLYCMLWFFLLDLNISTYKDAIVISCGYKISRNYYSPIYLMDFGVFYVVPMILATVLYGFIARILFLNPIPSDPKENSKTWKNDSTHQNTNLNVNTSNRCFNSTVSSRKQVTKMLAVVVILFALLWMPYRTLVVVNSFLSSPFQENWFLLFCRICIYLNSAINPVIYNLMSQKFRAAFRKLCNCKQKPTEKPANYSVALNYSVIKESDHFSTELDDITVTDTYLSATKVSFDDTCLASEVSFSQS
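TRHR-expressing cells loaded with fluo-8 calcium dye; 23 nL library compound pin-transferred, kinetic FDSS fluorescence (Ex 480/Em 530) recorded about 180 s for agonist-induced calcium release, before a 10 nM TRH EC20 addition for potentiator mode.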
rTrxR1 inhibitor – inhibitors of rat thioredoxin reductase 1; O89049; recombinant rTrxR1, NADPH fluorescence consumption, selenite substrate; Potency, µM (doses to about 114 µM), for inactives: at the top dose activity change, negative = inhibition, most hits filed as inhibitors; 1% of 390,000 active; AID 588453; also: potency is read from the fitted curve at half-maximal effect; % is scaled to controls: 0 for no effect and ±100 for the full control effect; nearly all actives have a fitted effect of over 65% in size
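Rat TrxR1 (90 nM in the dispensed reagent) was pre-reduced with 400 uM NADPH for 5 min at room temperature, then incubated with compound for 15 min. After 400 uM selenite was added, NADPH fluorescence (Ex 340/Em 450 nm) was followed for 8 min.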
mIDH1 inhibitor – blocks human mutant IDH1 R132H enzyme; IDH1-R132H enzyme, NADPH consumption, diaphorase/resazurin fluorescence; O75874; 0.093% of 390,000 active; Potency, µM (top dose mostly 76.6 µM), for inactives: at the top dose activity change, negative = inhibition, actives largely listed as inhibitors; AID 602179; also: potency is read from the fitted curve at half-maximal effect; % is scaled to controls: 0 for no effect and ±100 for the full control effect; nearly all actives have a fitted effect of over 65% in size
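IDH1-R132H (0.5 ug/mL) preincubated 30 min with compound, then NADPH (0.016 mM) and alpha-KG (2 mM) added; 80 min at RT, pH 7.5. Remaining NADPH coupled via diaphorase/resazurin to fluorescence (540/590 nm); concentration-response curves normalized to no-enzyme control.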
D2 agonist – D2 dopamine receptor (human) agonism; activation, % at 2 µM; HEK293 T-REx D2 cells, calcium flux agonist mode; 0.53% of 340,000 active; AID 485358; P14416;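 active = activation over 3 SD above normal in the single-dose calcium agonist read, cut at about 30% in these data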; also: 0% is about no effect
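Tetracycline-induced HEK293 Trex cells with D2 receptor force-coupled to calcium signaling, plated overnight at 30 C and loaded with no-wash calcium dye. Calcium flux read kinetically for 180 s after compound addition; responses flag agonists.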
USP1 inh – USP1/UAF1 (human) deubiquitinase inhibition; recombinant USP1/UAF1, Ub-Rhodamine cleavage fluorescence; O94782; Potency, µM (doses to about 57.1 µM), for the others: at the highest dose activity change, negative = inhibition, actives largely listed as inhibitors; 0.23% of 390,000 active; also: potency is read from the fitted curve at half-maximal effect; % is scaled to controls: 0 for no effect and ±100 for the full control effect; nearly all actives have a fitted effect of over 60% in size; inactives centre near -12
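USP1/UAF1 complex at 1 nM was preincubated with compound for 15 min at room temperature, then Ub-Rho substrate (150nM final) was added. Fluorescence (480/540 nm) was read kinetically, 6 reads every 60 seconds.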
TRHR PAM – allosterically enhances the human TRH receptor; 0.66% of 360,000 active; enhancement, % at 2 µM; TRHR cells, fluo-8 calcium fluorescence, EC20 TRH enhancement; P34981; AID 493056; in the data active = enhancement above about 30%; also: 0% is about no effect
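TRHR-expressing cells loaded with fluo-8 calcium dye were read kinetically (ex 480/em 530) during compound addition, then stimulated with an EC20 of TRH (10 nM final). Enhancement of the Gq-mediated intracellular calcium response was scored.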
PI4K2A inh – blocks human PI4K2A kinase activity. Q9BTU6. purified PI4K2A, ADP-Glo luminescence, 1 h; hits give low values. activity change, negative = inhibition, % at 76.9 µM. 0.13% of 420,000 active. AID 1346378; in the data active = activity change below about -50%; inconclusive = mostly about -30% to -49%;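 also: -100% = wells without enzyme as full effect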
Target sequence (Q9BTU6 whole entry, looked up): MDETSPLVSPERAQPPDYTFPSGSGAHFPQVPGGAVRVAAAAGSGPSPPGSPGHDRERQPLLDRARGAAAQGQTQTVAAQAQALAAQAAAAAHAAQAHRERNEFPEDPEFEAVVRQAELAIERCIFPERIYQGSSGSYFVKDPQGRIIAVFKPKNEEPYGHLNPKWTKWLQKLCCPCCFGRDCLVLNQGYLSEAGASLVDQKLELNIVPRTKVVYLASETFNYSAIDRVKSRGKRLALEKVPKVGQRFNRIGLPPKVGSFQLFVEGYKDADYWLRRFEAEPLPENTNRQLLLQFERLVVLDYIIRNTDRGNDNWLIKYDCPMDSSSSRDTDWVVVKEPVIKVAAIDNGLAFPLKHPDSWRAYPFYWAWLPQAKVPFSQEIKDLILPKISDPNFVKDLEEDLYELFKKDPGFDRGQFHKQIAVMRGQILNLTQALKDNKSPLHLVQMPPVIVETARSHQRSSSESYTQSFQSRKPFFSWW
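In this quantitative HTS, ADP production by PI4K2A was quantified luminescently after 1 h at ambient temperature; 100 microM adenosine served as plate-quality control.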
TrxR1 substrate – rat thioredoxin reductase 1 substrate activity | Potency, µM (series often up to 114 µM), inactives show top-dose activity change, negative = substrate turnover | 0.01% of 390,000 active | O89049 | purified TrxR1 substrate turnover, NADPH consumption readout; also: potency is read from the fitted curve at half-maximal effect; % is scaled to controls: 0 for no effect and ±100 for the full control effect; nearly all actives have a fitted effect of over 50% in size
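Rat TrxR1, dispensed at 90 nM, was prereduced with 400 uM NADPH (final) for 5 min at ~22 deg C, then incubated with compound 15 min before 400 uM selenite. A first-read NADPH fluorescence drop versus no-compound background flagged substrates.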
The depositor's hits bear a star; ? = inconclusive; · = not tested or not shown; & = joins results of further samples; [ ] = dose if it differs, or a comment. Unless noted, calls follow the shape of the dose curve; as a rule, active = well fitted inhibition curve with a large enough effect; inconclusive = small, poorly fitted or top-dose-only effect; inactive = no such curve, though single readings can be large or run the other way.

SMILES	D2 antag	TRHR ag	rTrxR1 inhibitor	mIDH1 inhibitor	D2 agonist	USP1 inh	TRHR PAM	PI4K2A inh	TrxR1 substrate
COC(=O)C1=C(C)N(Cc2ccccc2)C(=NCc2cccc(Cl)c2)N[C@H]1c1ccccc1	·	-0.2&0.2	21%	2%	·	-10%	-2&-7	3	8%
O=C1CC(C(=O)Nc2ccc(Cl)c(Cl)c2)S/C(=N\N=C\c2ccco2)N1 (configuration not stated)	-6	0.2	8%	-2%	0.6	-6%	-1	-4	2%[57.1 µM]
CCCC[C@@H](CNC)NC[C@H](Cc1ccc(O)cc1)NCCc1ccc(OCC)cc1	-11	1.4	2%[57.1 µM]	-15%	0.3	-10%	0	-4	6%[57.1 µM]
O=C(NCc1nnc(SCC(=O)N2CCCC2)o1)c1c(F)cccc1F	32*	0.2	-12%	2%	1.7	-8%	-3	-1	-13%
Cc1cc(C)nc(SCC(=O)Nc2ccc(S(=O)(=O)NCCO)cc2)n1	0	0.8	21%	-9%	-0.1	-14%	-4	9	1%
CCCC(=O)O[C@]1(C(=O)CO)CC[C@H]2[C@@H]3CCC4=CC(=O)CC[C@]4(C)[C@H]3[C@@H](O)C[C@@]21C	-11	-0.2	4%	3%	-1.9	-20%	-6	-9&-1	3%
COc1ccccc1N1CCN(/N=C/c2ccc([N+](=O)[O-])cc2)CC1	1	0.1	14%	2%	1.5	-9%	-13	-2	-8%
O=C(CN1CCCC1=O)NC1C2CC3CC(C2)CC1C3 (configuration not stated)	13	0.2	24%	-3%	0.7	-2%	2	-9	8%
COc1cccc(NC(=O)CSc2nc(=O)n(Cc3ccco3)c3c2CCC3)c1	·	-0.4	-3%[57.1 µM]	-5%	·	-24%	1	-1	-3%[57.1 µM]
CCCCSc1nc2c(c(=O)[nH]1)CCC2	-8	-0.8	18%	-5%	-3.4	0%	8	0	6%
Cc1ccc(CSCCNC(=O)CSCc2ccc([N+](=O)[O-])cc2)cc1	32*	-0.2	14%[57.1 µM]	4%	-3.0	-19%	-3	9	3%[57.1 µM]
Cc1cc(Sc2ccc(Cl)cc2)nc2ccccc12	·	0.1	5%	-13%	-0.4	-1%	4	4	-1%
COc1ccc(CC(=O)N(Cc2ccccc2)c2cccc(C)c2)cc1OC	-17	-1.0	5%	2%	-2.1	-11%	3	-4	-3%
CCNC(=O)c1c(C)[nH]c(C(=O)OCC)c1C	6	-0.2	7%	5%	-0.1	-4%	0	4	2%
CCCCC1(C2CCCC2)NC(=O)NC1=O (configuration not stated)	·	·	4%[2.29 µM]	-4%	·	?	·	-3	7%[57.1 µM]
Cc1cccc(C)c1NC(=O)CSc1nnc(CCCCCNC(=O)OC(C)(C)C)o1	-6	-0.3	19%	-4%	0.4	-3%	1	1	-3%
c1ccc(C(c2ccccc2)c2noc(CN3CCC(c4ccncc4)CC3)n2)cc1	7	3.7	0%	7%	2.3	2%	0	2	0%
CCOc1ccc(-c2nc3ccccc3c(=O)o2)cc1	0	0.0&0.5	-6%[57.1 µM]	18%&19%	0.9&-0.8	-2%&-26%	-1&-5	-2&5	54%[activator][57.1 µM]
CC(=O)Nc1ccc(NC(=O)C(Cc2ccccc2)NC(=O)C2CCCCC2)cc1 (configuration not stated)	12	-0.3	-3%	9%	-0.3	-18%	5	-1	-4%
COc1ccc(S(=O)(=O)N2CCCN(CC(=O)Nc3ccc(OC)cc3OC)CC2)cc1	·	-2.1	10%	-1%	-0.2	-5%	-2	0	-4%[11.4 µM]
CCC(=O)Nc1ccc(-c2cc3ccccc3oc2=O)cc1	1	0.4	2%	-3%	1.1	-4%	1	5	-1%
COC(=O)Cc1csc(/N=C/c2c(O)n(-c3cccc(C(F)(F)F)c3)c(=O)c3ccccc23)n1	3	3.9	15%[57.1 µM]	7%	-1.2	-19%	14	7	7%[57.1 µM]
CC1(C)CCCC2=C1CC1C(=O)N(Cc3cccnc3)C(=O)C1C2 (configuration not stated)	-12	0.9	11%	5%	0.9	-18%	-1	-5	-3%
CNn1cnc2ccsc2c1=O	-2	-0.6	9%[57.1 µM]	8%	-0.2	-14%	-2	-2	1%[57.1 µM]
COc1cccc(NC(=O)C(=O)NCCC2CCCCN2S(=O)(=O)c2ccccc2)c1 (configuration not stated)	-11	0.0	-4%	0%	-0.5	-11%	4	-3	-2%
CC(C)CCNC(=O)c1ccc(-c2ccccc2)cc1	-6	-0.1	·	·	0.1	·	22	·	·
O=C(Nc1ccncc1)c1cc(S(=O)(=O)N2CCCCC2)ccc1Cl	-26	-0.2	5%[57.1 µM]	-7%	-0.1	-8%	5	-2	4%[57.1 µM]
O=C(NNC(=O)c1cccc(C(F)(F)F)c1)c1ccc(-n2cnnn2)cc1	·	·	3%[57.1 µM]	6%	·	-27%	·	-5	8%[57.1 µM]
CCCNC(=O)NC(=O)c1cnccc1C(F)(F)F	-5	0.2	19%	0%	-0.1	-18%	3	-2	2%
O=C(Cc1ccc(F)cc1)Nc1nnc(-c2ccc(F)cc2)o1	-13	-1.5	7%	-7%	0.5	-21%	-1	2	5%
CCOC(=O)c1c(-c2ccccc2)csc1NC(=O)c1ccc(S(=O)(=O)N2CCOCC2)cc1	9	0.0	17%[57.1 µM]	-5%	0.7	-3%	3	0	-1%[57.1 µM]
Cc1cc2oc(=O)cc(CN3CCN(S(=O)(=O)c4cccs4)CC3)c2cc1C	-6	-0.3	10%	5%	0.5	-10%	-5	0	-4%
COc1ccc(C(=O)NCC2CCCN2S(=O)(=O)c2cccs2)cc1OC (configuration not stated)	1	0.4	-6%	2%	-0.5	-9%	-6	-1	-2%
COCCN(C(=S)Nc1ccc(C)cc1C)C(C)c1ccco1 (configuration not stated)	-6	-4.1	4%	2%	-1.4	-28%	1	0	4%
COc1ccc(N=Cc2cc(Cc3ccccc3Cl)cc([N+](=O)[O-])c2O)cc1OC	-4	0.2	25%	-6%	0.5	?	-8	-1	0%
CN(Cc1nc2ccccc2c(=O)[nH]1)CC(O)COCc1ccco1 (configuration not stated)	0	-0.1	-9%	8%	-0.5	-3%	1	7	1%
CC(C)N(C1=CC(=O)OC12CCCCC2)C(C)C	0	-0.7	25%[57.1 µM]	8%	-0.5	-10%	0	-3	4%
CCOc1ccc(CCNC(=O)c2oc3c(c2C)-c2[nH]ncc2CC3)cc1OCC	-10	-0.1	9%[57.1 µM]	9%	-2.6	-19%	5	-5	4%[57.1 µM]
CC(=O)C1=C(O)C(=O)N(c2ccc(Br)cc2)C1c1ccc(Cl)cc1 (configuration not stated)	·	-0.1	13%	-3%	·	-12%	-7	3	-3%
COc1ccc(NC(=O)CN2C(=O)C(c3ccccc3)=NC23CCCCCC3)cc1	1	-0.1	11%	-1%	-0.6	-9%	-7	5	-1%

Entries shown so far that contain a nitro group on carbon, in the order listed:
SMILES	D2 antag	TRHR ag	rTrxR1 inhibitor	mIDH1 inhibitor	D2 agonist	USP1 inh	TRHR PAM	PI4K2A inh	TrxR1 substrate
COc1ccccc1N1CCN(/N=C/c2ccc([N+](=O)[O-])cc2)CC1	1	0.1	14%	2%	1.5	-9%	-13	-2	-8%
Cc1ccc(CSCCNC(=O)CSCc2ccc([N+](=O)[O-])cc2)cc1	32*	-0.2	14%[57.1 µM]	4%	-3.0	-19%	-3	9	3%[57.1 µM]
COc1ccc(N=Cc2cc(Cc3ccccc3Cl)cc([N+](=O)[O-])c2O)cc1OC	-4	0.2	25%	-6%	0.5	?	-8	-1	0%

The list goes on.
SMILES	D2 antag	TRHR ag	rTrxR1 inhibitor	mIDH1 inhibitor	D2 agonist	USP1 inh	TRHR PAM	PI4K2A inh	TrxR1 substrate
O=C(c1cccc(F)c1)N1CCCC(C(=O)N2CCCCCC2)C1 (configuration not stated)	-17	-0.7	13%	2%	-1.3	-16%	-1	1	-4%
CN1CCN(S(=O)(=O)c2cccc(C(=O)Nc3cc(C(N)=O)cc(C(N)=O)c3)c2)CC1	20	0.9	8%	0%	1.2	-11%	4	-1	5%
CCOC(=O)N1CCN(Cc2c(O)ccc3ccccc23)CC1	12	-2.3	13µM*	10%	0.2	-25%	-4	61	11%
C=CCOc1ccc(C2C(C#N)=C(N)N(N(C)C)C3=C2C(=O)CCC3)cc1 (configuration not stated)	·	0.4	10%	-3%	·	-24%	3	1	1%
CCN(CC)S(=O)(=O)c1ccc2nc(CSc3nnnn3-c3ccc(O)cc3)[nH]c2c1	8	0.0	32%	8%	0.6	-5%	6	-4	14%
COc1ccc(-n2c(N)c(Br)c(=O)[nH]c2=O)cc1	-4	0.3	-1%	8%	-0.1	-4%	0	-4	0%
Cc1onc(-c2c(Cl)cccc2Cl)c1C(=O)N1CCN(c2ccc(F)cc2)CC1	12	-0.3	-1%[57.1 µM]	0%	0.3	-8%	13	0	-3%[57.1 µM]
Cc1ccc(C)c(N2CCN(C(=O)CCC(=O)Nc3ccc4nc(N5CCCCC5)cc(C)c4c3)CC2)c1	·	0.2	37%[activator]	0%	-0.5	?	16	-4	36%
COc1cc2c(cc1OC)CN(C(=O)c1cccc([N+](=O)[O-])c1)CC2	-3	0.5	13%[57.1 µM]	8%	0.3	-3%	-2	-2	1%[57.1 µM]
CCN(CC)S(=O)(=O)c1cccc(-c2cn3cccnc3n2)c1	12	0.9	74%[activator]	-5%	0.6	-4%	-1	3	623%[activator]
CN(C(=O)c1cccc(NC(=O)Cc2ccc(NC(=O)C3CCCN(C(=O)C4CC4)C3)cc2)c1)C1CCC1 (configuration not stated)	·	·	8%	2%[38.3 µM]	·	-18%	·	1	3%
Cc1ccc(-c2csc3nc(=O)c(C)nn23)cc1	2	0.0	16%	-4%	0.2	-20%	4	2	7%
Cc1ccc(NC(=O)CN(c2cc(C)cc(C)c2)S(=O)(=O)c2c(C)noc2C)nc1	-2	0.7	0%	14%	-0.6	-19%	-7	-1	0%
COc1ccc(NC(=S)N2CCC(c3nc4ccc(Cl)cc4[nH]3)CC2)c(OC)c1	21	0.8	-8%	-9%	0.6	-9%	-2	-3	5%
COc1ccccc1CCNC(=O)C1CCN(c2nnc(-n3cccc3CNc3ccc(C)cc3)s2)CC1	·	0.1	2%	11%	0.5	-26%	-1	-2	0%
